Compound activity deposited in PubChem by several laboratories.
TLR9-MyD88 block = inhibitors of TLR9-MyD88 association in cells, primary screen, cell-based, CHO, BLA complementation, fluorescence; Toll-like receptor 9 (Homo sapiens) + Myeloid differentiation primary response protein …; CCF4 FRET ratio; inhibition, % at 4.98 µM; hit rate 0.21% among 340,000;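 active = inhibition above the mean over all tested compounds plus 3 SD, cut at about 21% in these data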;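 also: 0% = DMSO only wells and 100% = clavulanate BLA inhibitor control wells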
NOD2-RIPK2 inh = NOD2-RIPK2 binding disruptors in cells, primary screen, fluorescence, CHO cells, BLA complementation; AID 624267, 2012; Receptor-interacting serine/threonine-protein kinase 2 (Homo sapiens), O43353; inhibition, % at 4.98 µM; hit rate 0.38% among 360,000; CCF4 ratio; in the data active = inhibition above about 21%;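 also: 0% = vehicle only and 100% = reference blocker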
NR2F2 inh = NR2F2 transcriptional activity inhibitors, primary screen, cell-based, luciferase reporter, HEK293T, luminescence; COUP transcription factor 2 (Homo sapiens), P24468; HEK293T NGFI-A luciferase reporter; inhibition, % at 8.6 µM; hit rate 0.7% among 370,000; AID 686940, 2013;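 active = inhibition above a per-plate cutoff, mean inhibition of test wells between control levels plus 3 SD, cut at about 38% in these data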;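 also: cells cotransfected with COUP-TFII expression vector driving the NGFI-A reporter; 0% = median of COUP-TF2 test wells and 100% = reporter-only cells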
EBV LMP1 NFkB = EBV LMP1-driven NF-kappaB luciferase reporter inhibitors, primary screen, cell-based, luminescence, single point. LMP1-induced NF-kappaB luciferase reporter cells. inhibition, % at 12.5 µM. hit rate 0.69% among 350,000. AID 504558, 2011; in the data active = inhibition above about 41%;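 also: 0% = neutral control wells and 100% = reference inhibitor control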
NCOA1 inh = SRC1 coactivator transcriptional activity inhibitors, primary screen, cell-based, luminescence; Nuclear receptor coactivator 1 (Homo sapiens), Q15788; HEK293 GAL4-SRC1 luciferase reporter; inhibition, % at 3.6 µM; hit rate 0.12% among 360,000; AID 588354, 2011;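 active = inhibition above the campaign mean plus 3 SD, with each screening campaign given its own cutoff, cut at about 60% in these data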;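 also: 0% = DMSO treated cells and 100% = gossypol at 36 µM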
MC4R antagonist = MC4R antagonists of cAMP signaling, primary screen, cell-based, TR-FRET, antagonist arm of biased-ligand search; Melanocortin receptor 4 (Homo sapiens), P32245; MC4R-expressing cells, MTII-stimulated cAMP, LANCE TR-FRET; inhibition, % at 6.5 µM; hit rate 0.48% among 360,000; AID 540295, 2011;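 active = inhibition above its plate's cutoff, the mean of tested wells on that plate plus 3 SD, cut at about 29% in these data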;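 also: 0% = Melanotan II alone and 100% = Melanotan II plus saturating MCL0020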
Target sequence (P32245 whole entry, looked up): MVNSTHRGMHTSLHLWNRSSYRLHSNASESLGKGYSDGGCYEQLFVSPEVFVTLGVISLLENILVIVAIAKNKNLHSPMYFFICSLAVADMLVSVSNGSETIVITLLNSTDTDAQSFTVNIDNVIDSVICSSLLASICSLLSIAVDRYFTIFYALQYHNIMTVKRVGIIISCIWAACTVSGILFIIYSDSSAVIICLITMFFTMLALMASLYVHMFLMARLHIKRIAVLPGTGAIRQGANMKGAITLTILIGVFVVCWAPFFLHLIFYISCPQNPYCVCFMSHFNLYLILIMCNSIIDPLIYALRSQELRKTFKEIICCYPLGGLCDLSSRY
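material = U2OS cells stably expressing human melanocortin 4 receptor (MC4R) | also added = Melanotan II challenge | dosing = single nominal compound dose of 6.5 µM | detection = TR-FRET with Eu-cAMP and labeled anti-cAMP, 671 nm | replication = singlicate | timing = compound 30 min, challenge 1 h, detection 1 h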
NCOA3 inh = SRC3 coactivator transcriptional activity inhibitors, primary screen, cell-based, luminescence; Nuclear receptor coactivator 3 (Homo sapiens), Q9Y6Q9; HEK293 GAL4-SRC3 luciferase reporter; inhibition, % at 3.6 µM; hit rate 0.17% among 360,000; AID 588352, 2011;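 active = inhibition above a per-campaign cutoff, the mean of all compounds plus 3 SD, cut at about 60% in these data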;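 also: 0% = DMSO-treated cells and 100% = gossypol-treated cells at 36 µM; higher means less SRC3-driven luciferase light from the GAL4 reporter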
NR5A2 inv ag = LRH-1 (NR5A2) inverse agonists, primary screen, cell-based, luminescence, HEK293T, StAR-luciferase reporter; Nuclear receptor subfamily 5 group A member 2 (Homo sapiens), O00482; LRH-1 transfected, 24 h; inhibition, % at 3.6 µM; hit rate 0.13% among 360,000;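 active = inhibition above the mean inhibition of all tested compounds plus 3 SD, cut at about 73% in these data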;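 also: 0% = DMSO wells and 100% = reporter-only cells lacking LRH-1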
Target sequence (O00482 whole entry, looked up): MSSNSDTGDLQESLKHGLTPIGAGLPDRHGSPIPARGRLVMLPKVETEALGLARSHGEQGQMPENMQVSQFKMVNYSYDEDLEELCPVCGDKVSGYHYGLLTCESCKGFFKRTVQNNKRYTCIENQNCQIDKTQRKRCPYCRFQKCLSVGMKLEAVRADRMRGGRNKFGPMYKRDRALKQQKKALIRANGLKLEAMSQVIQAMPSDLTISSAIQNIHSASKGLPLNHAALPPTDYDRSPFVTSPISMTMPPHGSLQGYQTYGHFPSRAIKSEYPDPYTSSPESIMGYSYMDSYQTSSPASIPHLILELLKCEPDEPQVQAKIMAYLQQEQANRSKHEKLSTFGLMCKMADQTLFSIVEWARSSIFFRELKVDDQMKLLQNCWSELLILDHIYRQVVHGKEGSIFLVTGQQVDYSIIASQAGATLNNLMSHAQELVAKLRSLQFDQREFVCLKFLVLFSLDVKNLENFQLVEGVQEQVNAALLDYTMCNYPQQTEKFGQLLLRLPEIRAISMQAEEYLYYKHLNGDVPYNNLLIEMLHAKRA
ABHD5-PLIN5 inh = ABHD5-PLIN5 interaction inhibitors, primary screen, cell lysate, split luciferase complementation, luminescence; AID 602281, 2012; Split G. princeps luciferase complementation, 4 h; hit rate 0.78% among 360,000; inhibition, % at 4 µM;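 active = inhibition above the mean inhibition across every tested compound plus 3 SD, cut at about 22% in these data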;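 also: 0% = DMSO only wells and the 100% control is not disclosed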
MC4R barr agon = MC4R agonists recruiting beta-arrestin, primary screen, cell-based, luminescence, agonist arm of biased-ligand search | Melanocortin receptor 4 (Homo sapiens), P32245 | U2OS MC4R beta-arrestin complementation; percent of melanotan II response, DMSO zero | activation, % at 8.9 µM | hit rate 0.98% among 360,000 | AID 540308, 2011;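 active = activation above a per-plate cutoff, the mean activation of sample wells on that plate plus 3 SD, cut at about 8% in these data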
NCOA2 inhibitor = inhibition of GAL4-SRC2 driven luciferase reporter, primary screen, SRC2 inhibitor project, cell-based, luminescence. Nuclear receptor coactivator 2 (Homo sapiens), Q15596. HEK293 GAL4-SRC2 luciferase reporter. inhibition, % at 9 µM. hit rate 0.17% among 370,000;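 active = inhibition above the mean inhibition of all tested compounds plus 3 SD, set per campaign, cut at about 52% in these data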;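 also: 0% = DMSO treated cells and 100% = cells given Gossypol at 36 µM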
Numbers without * were called inactive.

How did CC(C)NC(=O)N1Cc2cc(C(=O)NCC(F)(F)F)nc(-c3cccc(-c4cc5ccccc5o4)c3)c2[C@@H]1CCO do in these assays?
NOD2-RIPK2 inh: -5; NR2F2 inh: 4; NR5A2 inv ag: 12; ABHD5-PLIN5 inh: -5; NCOA2 inhibitor: -14

How did Clc1ccccc1CO/N=C1\CCCc2nonc21 do in these assays?
TLR9-MyD88 block: -6; NOD2-RIPK2 inh: -9; NR2F2 inh: 11; EBV LMP1 NFkB: 0; NCOA1 inh: -2; MC4R antagonist: 12; NCOA3 inh: 14; NR5A2 inv ag: -26; ABHD5-PLIN5 inh: -3; MC4R barr agon: -1.0; NCOA2 inhibitor: -5

What do the screens show for `COC(=O)[C@@H](NC(=O)N1CCN(c2cccc(C(F)(F)F)c2)CC1)C(C)C`?
TLR9-MyD88 block: -2; NOD2-RIPK2 inh: 6; NR2F2 inh: 10; EBV LMP1 NFkB: -1; NCOA1 inh: 6; MC4R antagonist: 4; NCOA3 inh: 6; NR5A2 inv ag: 3; ABHD5-PLIN5 inh: -3; MC4R barr agon: 2.5; NCOA2 inhibitor: -12

Results for O=c1[nH][nH]c(C(F)(F)F)c1C=Nc1ccccc1 ?
TLR9-MyD88 block: -4; NOD2-RIPK2 inh: -4; NR2F2 inh: -19; EBV LMP1 NFkB: 0; NCOA1 inh: -4; MC4R antagonist: 5; NCOA3 inh: -2; NR5A2 inv ag: -11; ABHD5-PLIN5 inh: 4; MC4R barr agon: -1.5; NCOA2 inhibitor: 0

How did O=C(COc1ccc2ccccc2c1)NNC(=O)c1ccccc1 do in these assays?
TLR9-MyD88 block: -6; NOD2-RIPK2 inh: 3; NR2F2 inh: 14; EBV LMP1 NFkB: 0; NCOA1 inh: -6; MC4R antagonist: 6; NCOA3 inh: 1; NR5A2 inv ag: 14; ABHD5-PLIN5 inh: -6; MC4R barr agon: 0.2; NCOA2 inhibitor: -7

How did CC1=C(C(=O)OC(C)C)C(c2c[nH]c3ccccc23)n2ncnc2N1 (stereo not given) do in these assays?
TLR9-MyD88 block: -9; NOD2-RIPK2 inh: 5; NR2F2 inh: 0; EBV LMP1 NFkB: -13; NCOA1 inh: -12; MC4R antagonist: 20; NCOA3 inh: -5; NR5A2 inv ag: -22; ABHD5-PLIN5 inh: -7; MC4R barr agon: 0.5; NCOA2 inhibitor: 11

Results for c1ccc(-c2nc3ccccn3c2NC2CCCC2)nc1 ?
NOD2-RIPK2 inh: -20; NR2F2 inh: 4; EBV LMP1 NFkB: 8; NCOA1 inh: -13; MC4R antagonist: 3; NCOA3 inh: 17; NR5A2 inv ag: -3; ABHD5-PLIN5 inh: -1; MC4R barr agon: -1.2; NCOA2 inhibitor: 13

How did O=C(NC1CC1)c1ccc(N2CCCCC2)c([N+](=O)[O-])c1 do in these assays?
TLR9-MyD88 block: 2; NOD2-RIPK2 inh: -5; NR2F2 inh: -10; EBV LMP1 NFkB: -13; NCOA1 inh: -21; MC4R antagonist: -7; NCOA3 inh: -46; NR5A2 inv ag: -25; ABHD5-PLIN5 inh: 8; MC4R barr agon: 0.1; NCOA2 inhibitor: -45

What do the screens show for `Cc1ccc(S(=O)(=O)N/N=C/c2ccccc2O)cc1`?
TLR9-MyD88 block: -8; NOD2-RIPK2 inh: -11; NR2F2 inh: -11; NCOA1 inh: 0; MC4R antagonist: 0; NCOA3 inh: -9; NR5A2 inv ag: 5; ABHD5-PLIN5 inh: -4; MC4R barr agon: -1.9; NCOA2 inhibitor: -21

What do the screens show for `CSc1ccc(CNC2CC2)cc1`?
TLR9-MyD88 block: -4; NOD2-RIPK2 inh: -2; NR2F2 inh: 13; EBV LMP1 NFkB: 0; NCOA1 inh: -3; MC4R antagonist: -2; NCOA3 inh: -15; NR5A2 inv ag: 0; ABHD5-PLIN5 inh: 3; MC4R barr agon: -1.3; NCOA2 inhibitor: -3

Results for Cc1ccc(NC(=S)NN2CCOCC2)c(C)c1 ?
TLR9-MyD88 block: 1; NOD2-RIPK2 inh: -2; NR2F2 inh: 12; EBV LMP1 NFkB: -3; NCOA1 inh: 4; MC4R antagonist: -1; NCOA3 inh: 12; NR5A2 inv ag: 7; ABHD5-PLIN5 inh: -3; MC4R barr agon: -2.7; NCOA2 inhibitor: -18

How did CCC(Sc1ccc(Cl)cc1)C(=O)Nc1nnc(-c2cccc([N+](=O)[O-])c2)s1 (stereo not given) do in these assays?
TLR9-MyD88 block: -2; NOD2-RIPK2 inh: -5; NR2F2 inh: 6; EBV LMP1 NFkB: -17; NCOA1 inh: -3; MC4R antagonist: 3; NCOA3 inh: 9; NR5A2 inv ag: 20; ABHD5-PLIN5 inh: 3; MC4R barr agon: 3.2; NCOA2 inhibitor: -2

What do the screens show for `CCCNC(=O)C(Cc1ccccc1)NC(=O)c1cccc([N+](=O)[O-])c1` (stereo not given)?
TLR9-MyD88 block: 7; NOD2-RIPK2 inh: 3; NR2F2 inh: 5; EBV LMP1 NFkB: -10; NCOA1 inh: -3; MC4R antagonist: 10; NCOA3 inh: -6; NR5A2 inv ag: 30; ABHD5-PLIN5 inh: -4; MC4R barr agon: -1.6; NCOA2 inhibitor: -22

Results for CC(=O)c1cccc(NC(=O)C2C3C=CC(C3=C(c3ccccc3)c3ccccc3)C2C(=O)O)c1 (stereo not given) ?
TLR9-MyD88 block: -11; NOD2-RIPK2 inh: 4; NR2F2 inh: -5; EBV LMP1 NFkB: 4; NCOA1 inh: 9; MC4R antagonist: -2; NCOA3 inh: -15; NR5A2 inv ag: -27; ABHD5-PLIN5 inh: 2; MC4R barr agon: -1.1; NCOA2 inhibitor: -1

How did CCc1ccc(N2C(=O)CN(Cc3sccc3C)C2=S)cc1 do in these assays?
TLR9-MyD88 block: 12; NOD2-RIPK2 inh: -4; NR2F2 inh: -16; EBV LMP1 NFkB: -2; NCOA1 inh: -2; MC4R antagonist: 3; NCOA3 inh: 5; NR5A2 inv ag: -4; ABHD5-PLIN5 inh: -3; MC4R barr agon: 0.4; NCOA2 inhibitor: -21

What do the screens show for `Cc1ccc(C)c(NC(=O)C(NCC(C)(C)N2CCOCC2)c2ccccc2)c1` (stereo not given)?
TLR9-MyD88 block: 1; NOD2-RIPK2 inh: 5; NR2F2 inh: -2; EBV LMP1 NFkB: -4; NCOA1 inh: -11; MC4R antagonist: 24; NCOA3 inh: 20; NR5A2 inv ag: -2; ABHD5-PLIN5 inh: -3; MC4R barr agon: -0.6; NCOA2 inhibitor: -4

How did Cc1ccc(C(C)C)c(OCC(=O)NNC(=O)C(C(C)C)N2C(=O)c3ccccc3C2=O)c1 (stereo not given) do in these assays?
TLR9-MyD88 block: 3; NOD2-RIPK2 inh: -1; NR2F2 inh: 8; EBV LMP1 NFkB: 6; NCOA1 inh: 2; MC4R antagonist: 10; NCOA3 inh: 12; NR5A2 inv ag: 5; ABHD5-PLIN5 inh: -7; MC4R barr agon: -0.3; NCOA2 inhibitor: 6

What do the screens show for `O=[N+]([O-])c1ccc(N(CCO)Cc2ccccc2)c([N+](=O)[O-])c1`?
TLR9-MyD88 block: -4; NOD2-RIPK2 inh: -6; NR2F2 inh: 6; EBV LMP1 NFkB: -3; NCOA1 inh: 10; MC4R antagonist: 9; NCOA3 inh: 20; NR5A2 inv ag: -11; ABHD5-PLIN5 inh: -5; MC4R barr agon: -1.8; NCOA2 inhibitor: -20

What do the screens show for `CCOC(=O)c1cc(-c2ccccc2)sc1NC(=O)C(C)N1C(=O)NC(C)(c2ccc(Cl)cc2)C1=O` (stereo not given)?
TLR9-MyD88 block: 10; NOD2-RIPK2 inh: -5; NR2F2 inh: 6; EBV LMP1 NFkB: -11; NCOA1 inh: -6; MC4R antagonist: 0; NCOA3 inh: 4; NR5A2 inv ag: -2; ABHD5-PLIN5 inh: -7; MC4R barr agon: -0.7; NCOA2 inhibitor: -25

Results for Cc1ccccc1NC(=O)COC(=O)c1ccc(S(=O)(=O)N2CCCC2)cc1 ?
TLR9-MyD88 block: 3; NOD2-RIPK2 inh: -8; NR2F2 inh: 0; EBV LMP1 NFkB: -6; NCOA1 inh: -14; MC4R antagonist: 5; NCOA3 inh: 23; NR5A2 inv ag: -7; ABHD5-PLIN5 inh: -7; MC4R barr agon: -0.6; NCOA2 inhibitor: 2

Results for C=CCN(C(=O)Cn1nnc2ccccc21)C(C(=O)NCCOC)c1ccc(OC)cc1OC (stereo not given) ?
TLR9-MyD88 block: 2; NOD2-RIPK2 inh: 1; NR2F2 inh: 3; EBV LMP1 NFkB: 4; NCOA1 inh: -12; MC4R antagonist: 1; NCOA3 inh: 8; NR5A2 inv ag: 15; ABHD5-PLIN5 inh: -1; MC4R barr agon: -1.4; NCOA2 inhibitor: 22

What do the screens show for `Cc1cc(NC(=O)c2ccc(NC(=O)C3CC3)cc2)no1`?
TLR9-MyD88 block: -8; NOD2-RIPK2 inh: -12; NR2F2 inh: 7; EBV LMP1 NFkB: -11; NCOA1 inh: -26; MC4R antagonist: 16; NCOA3 inh: -10; NR5A2 inv ag: -41; ABHD5-PLIN5 inh: -1; MC4R barr agon: -1.2; NCOA2 inhibitor: -3

Results for CC(NC(=O)C12CC3CC(C1)CC(n1cncn1)(C3)C2)C12CC3CC(CC(C3)C1)C2 (stereo not given) ?
TLR9-MyD88 block: -7; NOD2-RIPK2 inh: 3; NR2F2 inh: 17; EBV LMP1 NFkB: 10; NCOA1 inh: -1; MC4R antagonist: 1; NCOA3 inh: 9; NR5A2 inv ag: 9; ABHD5-PLIN5 inh: 3; MC4R barr agon: 0.5; NCOA2 inhibitor: -19

Results for CCOc1ccccc1Nc1nnc(SCc2nnc(-c3cc(OC)c(OC)c(OC)c3)o2)s1 ?
TLR9-MyD88 block: 4; NOD2-RIPK2 inh: 1; NR2F2 inh: 15; EBV LMP1 NFkB: 8; NCOA1 inh: 22; MC4R antagonist: 6; NCOA3 inh: 27; NR5A2 inv ag: 27; ABHD5-PLIN5 inh: 12; MC4R barr agon: 4.0; NCOA2 inhibitor: -19

The list is partial (hit frequency here may not be typical).
